BRCA1 expr up: activators of BRCA1 expression; MCF7-BRCA1-FFLuc reporter, luminescence, 48 h; response scale: scaled: vehicle 0%, 10 µM genistein 100%; Potency, µM (titrated, usually from 46.1 µM), without a hit: top-dose activation, hits mostly activators; hit rate 1.1% among 380,000; AID 624202; further: potency means the concentration at half of the fitted maximal effect; nearly all actives have a fitted effect of over 80% in size; some results filed as inactive show a strong effect at the top dose
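Luminescence from a BRCA1-driven firefly luciferase in MCF7 cells was the read-out, taken 15 min after substrate addition following 48 h compound exposure at 37 °C. Data were normalized to a 10 microM genistein control and DMSO vehicle.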
FLuc modulator: counter-screen for miR-21 project: firefly luciferase inhibitors or activators; P08659; purified FLuc, Km substrates, luminescence inhibition; Potency, µM (series often up to 57.5 µM), for inactives: top-dose activity change, negative = inhibition, usual class: inhibitors; hit rate 6.9% among 360,000; AID 588342;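 further: potency means the concentration at half of the fitted maximal effect; plate controls were vehicle for no effect and reference inhibitor for full effect; nearly all actives have a fitted effect of over 55% in size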
Target sequence (P08659 whole entry, looked up): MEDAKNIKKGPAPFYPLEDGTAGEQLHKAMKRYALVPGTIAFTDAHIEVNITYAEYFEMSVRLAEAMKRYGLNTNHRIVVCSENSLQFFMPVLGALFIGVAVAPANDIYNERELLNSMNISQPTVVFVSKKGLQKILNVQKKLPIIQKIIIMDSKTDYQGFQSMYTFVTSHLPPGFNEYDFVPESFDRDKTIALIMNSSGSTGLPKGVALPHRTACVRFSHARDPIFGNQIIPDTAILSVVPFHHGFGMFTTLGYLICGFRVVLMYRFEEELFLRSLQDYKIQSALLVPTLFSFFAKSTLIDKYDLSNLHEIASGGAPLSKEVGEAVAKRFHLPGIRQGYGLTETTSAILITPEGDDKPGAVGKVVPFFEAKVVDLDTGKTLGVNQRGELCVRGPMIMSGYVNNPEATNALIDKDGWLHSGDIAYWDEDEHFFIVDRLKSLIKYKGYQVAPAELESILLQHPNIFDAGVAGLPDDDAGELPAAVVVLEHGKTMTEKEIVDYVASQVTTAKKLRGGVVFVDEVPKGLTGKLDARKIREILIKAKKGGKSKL
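Purified P. pyralis luciferase (10nM final) with 10uM D-luciferin and 10uM ATP (Km levels) in 50mM Tris acetate pH 7.5, 10mM Mg acetate, 0.01% Tween-20, 0.05% BSA; qHTS 6-point titration, ~60 µM downward; luminescence read.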
ELG1 genotoxic: inducers of genotoxicity in HEK293T ELG1-luciferase cells; HEK293T ELG1-luciferase reporter, luminescence, 16 h; Potency, µM (highest dose often 46 µM), without a hit: at the highest dose activity change, positive = activation, actives largely listed as activators; hit rate 1.3% among 330,000; AID 504466; further: potency means the concentration at half of the fitted maximal effect; % of control where 0% means no effect; nearly all actives have a fitted effect of over 60% in size
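HEK293T cells expressing luciferase-tagged ELG1 were treated with compound or DMSO for 16 hr at 37°C. Luciferase activity was then read after 30 min with ONE-Glo at room temperature; rising signal flags genetic stress.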
PKM2 activator: activators of human pyruvate kinase M2. Potency, µM (doses to about 57.5 µM), for the others: top-dose activation, usual class: activators. hit rate 0.34% among 260,000. purified PKM2, Kinase-Glo ATP luminescence, activation; response scale: 0% is enzyme alone, no compound. P14618; further: potency means the concentration at half of the fitted maximal effect; on the % scale 0 is the no-effect control and ±100 the full control effect; nearly all actives have a fitted effect of over 55% in size
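Purified hPK-M2 (>95%) run at intermediate activity with 0.1 mM ADP and 0.5 mM PEP in 50 mM imidazole pH 7.2, KCl, MgCl2; 1 h room temperature. ATP formed read by Kinase-Glo luminescence; normalized to uninhibited and no-enzyme controls.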
NPC1 promoter act: NPC1 promoter activation; Potency, µM (doses to about 9.22 µM), without a hit: top-dose activation, usual class: activators; Huh7 NPC1 promoter luciferase reporter, 24 h; hit rate 2.4% among 320,000;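 further: potency means the concentration at half of the fitted maximal effect; % of control where 0% means no effect; nearly all actives have a fitted effect of over 60% in size; reporter is driven by a mutant NPC1 promoter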
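Readout is luciferase luminescence, reflecting NPC1 promoter activation in stably transfected Huh7 cells after 24 h compound exposure at 37 °C in reduced-serum medium with 10% FBS.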
Rab9 promoter act: Rab9 promoter activation; Huh7 Rab9 promoter-luciferase reporter, luminescence, 24 h; Potency, µM (highest dose often 9.22 µM), for the others: at the highest dose activation, negative = inhibition, actives largely listed as activators; hit rate 2.8% among 320,000; further: potency means the concentration at half of the fitted maximal effect; % of control where 0% means no effect; nearly all actives have a fitted effect of over 60% in size
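Luminescence from Amplite-detected luciferase (10 minutes, ambient) reports Rab9 promoter activation. Before that, stable Rab9-luciferase Huh7 cells (1500/well, reduced-serum OP-MEM I plus 10% FBS) were exposed to compound for 24 hours at 37C.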
p53 reactivation: restores transcriptional activity of mutant p53 | H1299 p53-A138V BP100-luciferase reporter, luminescence, 24 h | Potency, µM (series often up to 92.2 µM), for the others: at the highest dose activity change, positive = activation, most hits filed as activators | hit rate 0.063% among 320,000; further: potency means the concentration at half of the fitted maximal effect; % of control where 0% means no effect; nearly all actives have a fitted effect of over 45% in size
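p53-null H1299 cells stably carrying temperature-sensitive p53-A138V and a BP100-luciferase reporter were pinned with compounds (4-point, 1:5 series) and held 24 hrs at 37 deg C. Luminescence was read 10 min after detection reagent.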
RORg inh: ROR gamma (mouse) transcription inhibition; P51450; Drosophila S2 Gal4-RORgamma UAS-luciferase reporter, 20 h; Potency, µM (titrated, usually from 53.6 µM), for the others: at the top dose activity change, negative = inhibition, usual class: inhibitors; hit rate 5.4% among 310,000; AID 2551; further: potency means the concentration at half of the fitted maximal effect; on the % scale 0 is the no-effect control and ±100 the full control effect; nearly all actives have a fitted effect of over 60% in size
Target sequence (P51450 whole entry, looked up, the tested form may be a part): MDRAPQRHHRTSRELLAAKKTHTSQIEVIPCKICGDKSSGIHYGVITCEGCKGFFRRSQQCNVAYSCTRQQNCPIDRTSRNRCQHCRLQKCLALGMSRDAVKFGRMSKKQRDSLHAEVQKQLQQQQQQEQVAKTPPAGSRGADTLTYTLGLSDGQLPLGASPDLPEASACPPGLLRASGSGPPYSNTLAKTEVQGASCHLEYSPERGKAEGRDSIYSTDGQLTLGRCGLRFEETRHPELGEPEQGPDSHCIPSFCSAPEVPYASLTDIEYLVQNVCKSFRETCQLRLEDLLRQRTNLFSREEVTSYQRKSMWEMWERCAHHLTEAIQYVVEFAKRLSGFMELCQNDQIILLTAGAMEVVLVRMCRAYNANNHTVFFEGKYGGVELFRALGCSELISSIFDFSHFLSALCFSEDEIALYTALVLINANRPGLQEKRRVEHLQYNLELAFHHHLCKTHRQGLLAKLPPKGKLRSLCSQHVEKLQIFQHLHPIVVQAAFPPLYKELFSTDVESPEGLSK
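Using a luciferase readout, inhibitors were identified by reduced reporter activity in Drosophila cells coexpressing a copper-inducible Gal4–ROR gamma fusion and UAS-driven Photinus luciferase, incubated 20 hr after 700 uM copper sulfate.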
Giardia kill: kills Giardia lamblia. Giardia lamblia trophozoite viability. activity change, % at 7.66 µM, hits read low. hit rate 0.15% among 340,000. AID 540267; in the data active means activity change below about -80%; inconclusive means between about -30% and that limit;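 further: parasites exposed to compound for two days anaerobically before the ATP read; on the % scale 0 is the no-effect control and ±100 the full control effect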
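Giardia lamblia trophozoites (100 cells/well) were incubated with compounds for 48 h at 37 deg C under anaerobic conditions. Viability was read as ATP content by one-step luminescence after 15-30 min at room temperature.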
Menin MLL FP TR: displaces Texas Red mutant MLL peptide from human menin | O00255 | Menin + Texas Red MLL mutant peptide, fluorescence polarization | Potency, µM (highest dose often 61.6 µM), for the others: top-dose FP activity change, negative = inhibition, actives largely listed as inhibitors | hit rate 0.23% among 270,000 | AID 1768; active means well fitted inhibition curve with a large enough effect in the polarisation, with a control signal flat, not every such curve was filed as active; inconclusive means small, poorly fitted or top-dose-only effect, or effect the other way, or a change in a side signal; inactive means no such curve, though single readings can be large or run the other way; the % refers to the polarisation; further: potency means the concentration at half of the fitted maximal effect; % of control where 0% means no effect; many of its hits are not listed in these tables
VP16 counter: inhibits Gal4-VP16 luciferase reporter, ROR gamma counter-screen; Drosophila S2 Gal4-VP16 UAS-luciferase, luminescence, 20 h; hit rate 3.5% among 310,000; Potency, µM (highest dose often 53.6 µM), inactives show at the top dose activity, negative = inhibition, usual class: inhibitors; AID 2546;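 further: Gal4-VP16 expression switched on by copper sulfate through the metallothionein promoter; potency means the concentration at half of the fitted maximal effect; on the % scale 0 is the no-effect control and ±100 the full control effect; nearly all actives have a fitted effect of over 50% in size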
Starred values were filed as active, the others as inactive; ? = inconclusive; / = not tested or not shown; [ ] = dose if it differs, or a comment. Unless noted, the call rests on the fitted dose curve; in most records, active means well fitted curve in the direction sought with a large enough effect; inconclusive means small, poorly fitted or top-dose-only effect, or another doubt; inactive means no such curve, though single readings can be large; an effect the other way counts as inactive or inconclusive.

SMILES	BRCA1 expr up	FLuc modulator	ELG1 genotoxic	PKM2 activator	NPC1 promoter act	Rab9 promoter act	p53 reactivation	RORg inh	Giardia kill	Menin MLL FP TR	VP16 counter
O=C1CCc2cc(S(=O)(=O)N3CCC(C(=O)NC4CCCc5ccccc54)CC3)ccc2N1 (centres undefined)	-23.6%	0.7%	3.5%	0.1%	2.5%	0.2%	-3.4%	12.8%	-13.0	1.9%	-0.3%
O=C(Nc1ccncc1)c1ccc(NS(=O)(=O)c2cccc(F)c2)cc1	-28.0%	-0.2%	-8.7%	-5.1%	-0.2%	-5.6%	-1.7%	32.2%	-14.7	-6.1%	-10.6%
CN(C)c1nc(C(=O)Nc2ccccc2)nc(N(C)C)n1	-54.1%	-1.3%	-2.5%	6.5%	0.8%	-2.9%	-0.1%	-3.0%	-1.9	1.7%	0.9%
O=C(O)CCNC(=O)CCCn1nnc2ccccc2c1=O	6.3%	1.0%	0.0%	-10.0%	1.2%	-1.4%	1.9%	2.2%	23.0	/	1.1%
O=C(CCCl)Nc1nnc(SCC(=O)NC2CCCC2)s1	-52.6%	-1.3%	-6.1%	-1.2%	-5.3%	6.6%	-17.9%	-37.8%	-20.8	0.6%	2µM*
CSc1ccc(CN(C)C(=O)CCNS(=O)(=O)c2ccc(C)c(C)c2)cc1	-27.0%	3.1%	0.5%	/	1.1%	0.2%	2.6%	/	-6.0	/	/
O=C(c1ccc2c(=O)n3c(nc2c1)CCCCC3)N1CCN(c2cccc(Cl)c2)CC1	-18.2%	2.3%	-2.6%	26.1%	1.0%	-4.9%	/	33.5%	-2.4	-6.6%	1.9%
O=S1(=O)CCC(NC(=S)NC2CCS(=O)(=O)C2)C1 (centres undefined)	-0.8%	-2.6%	-2.2%	0.0%	-6.8%	-4.7%	-5.1%	22.2%[10 µM]	1.8	-21.4%	?
CC(=O)c1cc(O)c2ccccc2c1O	-40.0%	?	13.2%	2.9%	4.9%	-1.2%	?	-22.2%	-22.3	?	-10.3%
CCCCCCCCC[n+]1cccc2c3ccccc3ccc21	-76.3%	5.2%	-10.1%	-1.9%	-48.9%[inhibitor]	-42.3%[inhibitor]	-25.4%	8.91µM*	2.3	-25.3%	2.51µM*
CC(C)(C)c1cc(/C=N/NC(=O)C[n+]2ccccc2)cc(C(C)(C)C)c1O	14.1%	0.7%	-4.9%	/	-1.6%	-5.0%	5.9%	6.1%	10.6	-15.6%	10.8%
COC(=O)c1cccc(S(=O)(=O)N(Cc2ccco2)Cc2cc3cc(OC)ccc3[nH]c2=O)c1	-26.0%	5.2%	-9.5%	9.4%	-4.7%	-4.3%	-1.5%	4.0%	-5.0	7.2%	-24.2%
CCC(C)N(C(=O)CSc1ccc(NC(C)=O)cc1)C1CCS(=O)(=O)C1 (centres undefined)	-31.6%	-0.3%	0.4%	-0.8%	-0.8%	4.5%	-0.3%	15.9%	5.2	6.0%	2.5%
Cc1nc2c(c3c1[nH]c1ccccc13)C(=O)CC(C)(C)C2	-49.1%	4.6%	-3.3%	1.7%	-4.9%	-4.5%	-3.5%	4.0%	12.1	33.9%[activator]	-3.8%
COc1ccc(CCNC(=O)c2noc(C)c2[N+](=O)[O-])cc1OC	-20.9%	-3.0%	-1.2%	/	-2.2%	-1.9%	8.3%	18.1%	-9.4	-9.1%	-0.5%
CCN(CCC(=O)O)c1ccccc1	-8.1%	0.7%	-4.1%	3.1%	4.8%	0.0%	-2.6%	33.5%	10.1	?	1.6%
CCOc1ccc(NC(=S)NNC(=O)c2cc(Br)ccc2Cl)cc1	-13.2%	?	-6.7%	-16.3%	-4.7%	0.1%	-4.6%	-14.5%	0.0	?	-0.1%
O=C(CCc1ccccc1Cl)Nc1cc2c(cc1C(=O)O)OCCCO2	-3.7%	8.7%	0.2%	/	-2.4%	-1.5%	1.6%	/	4.5	/	/
N#C/C(C(=O)N1CCOCC1)=C1/SC(Cc2ccccc2)C(=O)N1c1ccccc1 (centres undefined)	3.9%	1.4%	0.6%	-2.3%	-0.5%	-1.7%	-4.2%	-17.7%	-15.2	-8.5%	-15.8%
O=C(CSc1nc(=O)n2ccccc2n1)N1CCC(Cc2ccccc2)CC1	-16.4%	2.0%	0.5%	/	-1.9%	-3.3%	-6.5%	/	-0.3	/	/
Cc1ccc(-c2nc(CS(=O)(=O)CC(=O)NC3CCCCCC3)c(C)o2)cc1	8.6%	-1.3%	-2.8%	-0.2%	0.9%	-1.0%	-4.0%	18.6%	10.2	?	0.0%
CCc1ccccc1OCC(=O)NNCC(=O)Nc1cccc(C#N)c1	-5.2%	-1.3%	1.1%	/	1.7%	-0.5%	11.6%	/	9.0	/	/
COC(=O)c1ccccc1NS(=O)(=O)c1ccc(O)c(C(=O)O)c1	8.4%	0.9%	-5.2%	-0.1%	-1.5%	-3.9%	-0.7%	3.6%	8.2	?	-0.3%
COc1ccc(-n2c(=S)[nH]c3ccccc32)cc1	43.0%	-18.7%	-8.6%	-3.9%	-4.4%	-0.9%	-0.5%	4.47µM*	0.6	-12.0%	20µM*
COc1ccc(C(=O)OC(C)C(=O)NC(C)CCc2ccccc2)cc1OC (centres undefined)	-2.2%	-1.6%	-2.0%	/	-1.2%	5.0%	-6.4%	27.5%	-27.7	-5.4%	-0.6%
SMILES	BRCA1 expr up	FLuc modulator	ELG1 genotoxic	PKM2 activator	NPC1 promoter act	Rab9 promoter act	p53 reactivation	RORg inh	Giardia kill	Menin MLL FP TR	VP16 counter
CCC(=O)Nc1c(-c2ccccc2)c(=O)c2ccccc2n1C	-45.9%	-8.3%	-0.5%	-6.3%	-4.7%	15.6%	-7.0%	9.6%	-10.3	/	-5.2%
COc1cccc(-c2nn(-c3ccccc3)cc2CN(C)Cc2ccno2)c1	-39.9%	-13.3%	-6.2%	-2.8%	0.0%	-1.2%	0.8%	2.6%	-5.2	10.1%	2.4%
CCCCCCOC(=O)Cc1c(C)nc(-c2ccccc2)[nH]c1=O	0.0%	0.5%	-0.3%	-0.3%	1.8%	-2.1%	-1.3%	9.0%	24.9	2.9%	-9.9%
N#C/C(=C\c1c(N2CCC(C(N)=O)CC2)nc2ccccn2c1=O)C(=O)NCc1ccco1	-12.6%	0.2%	0.7%	3.5%	-3.2%	-2.2%	-1.5%	-4.8%	-1.5	6.8%	1.5%
Cn1c(CCNC(=O)c2ccccc2F)nnc1SCC(=O)Nc1ccccc1F	-6.2%	-5.0%	0.5%	0.7%	-4.5%	3.9%	-1.5%	-2.4%	-0.4	22.8%	-3.7%[10 µM]
Cc1ccc(C(=O)COC(=O)CNC(=O)c2ccccc2)s1	1.6%	-8.3%	-1.4%	/	-2.7%	-6.2%	6.7%	/	5.3	/	/
COc1cccc2c1Oc1ncccc1N(C(=O)CCC(=O)NCc1ccccc1F)C2	-1.9%	-2.0%	0.3%	/	-3.8%	2.2%	0.0%	-21.3%	1.7	/	-0.1%
Cc1ccc(C)c(OCc2nnc(NC(=O)c3ccco3)s2)c1	-10.2%	2.3%	-1.7%	-1.6%	-0.1%	-1.5%	-2.5%	-1.6%	15.4	-7.1%	3.1%
CCOC(=O)C(C)Oc1ccc2c(CC)cc(=O)oc2c1C (centres undefined)	-8.7%	5.3%	4.0%	-2.2%	-3.2%	4.7%	-4.0%	-11.0%	17.1	-3.6%	6.3%
Cc1nn(C2CCCO2)c(=O)nc1N (centres undefined)	/	0.3%	-7.1%	-0.1%	4.8%	-0.7%	-6.0%	-2.4%	/	-1.1%	-2.3%
COc1cc2[nH]c3c(N4CCC(C(N)=O)CC4)ncnc3c2cc1OC	/	2.6%	-2.2%	3.0%	-2.7%	5.4%	-0.8%	-27.7%	/	-5.1%	0.4%
COC(=O)C1CCN(C(=O)COC(=O)CSc2ccc(C(N)=O)cc2[N+](=O)[O-])CC1	3.0%	1.7%	2.4%	/	-3.5%	-2.2%	1.0%	/	10.8	/	/
CCOC(=O)N1CCC(NC(=O)c2ccc(Cl)cc2)CC1	1.6%	-2.1%	-0.5%	-7.1%	-1.7%	-4.7%	-0.7%	1.4%	-4.7	/	-3.0%
O=C(CCC1CCCCC1)Nc1ccccc1C(=O)N1CCOCC1	-7.4%	-1.8%	0.2%	3.3%	-3.6%	2.6%	-0.1%	-16.9%	-8.9	1.4%	-1.1%
Cc1oc2c(c1C(=O)Nc1cccc3ccccc13)CCCC2	-34.9%	-13.5%	-1.4%	-2.6%	2.1%	3.4%	8.5%	2.0%	14.3	6.2%	6.0%
O=C(COc1cccc(Br)c1)N/N=C1\CCSC1	-23.0%	2.8%	1.1%	4.8%	-2.2%	0.4%	0.6%	-29.8%	-13.5	-1.1%	6.3%
Cc1ccc(N2C(=O)CC(N3CCN(c4ccc(F)cc4)CC3)C2=O)c(C)c1 (centres undefined)	-15.3%	-1.1%	1.9%	-0.4%	2.0%	-3.7%	/	-3.6%	17.5	-2.1%	-3.0%
CC(C)CNC(=O)CSc1ccc(S(=O)(=O)N2CCN(C)CC2)cn1	5.1%	-1.8%	-0.6%	/	-4.2%	-3.0%	2.2%	/	-15.6	/	/

Source: PubChem BioAssay

Not all compounds are listed (hit frequency here may not be typical).
